Screens from PubChem BioAssay.
LDHA inh: LDHA (human) enzyme inhibition; P00338; purified LDHA, NADH/diaphorase-resazurin fluorescence; active compounds read low; activity change, % (values are at about 110 or 230 µM); hit rate 0.15% among 480,000; in the data active = activity change below about -30%; inconclusive = mostly about -25% to -30%;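 note: plate controls were DMSO wells for no effect and wells without enzyme for full effect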
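Resorufin fluorescence (ex540/em590), read at 0 and 20 min after diaphorase/resazurin addition, reports the NADH left after a 5 min room-temperature reaction of 2 nM human LDH5 with 0.06 mM NADH and 0.2 mM pyruvate.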
Starred values were filed as active, the others as inactive; ? = inconclusive; & = joins results of further samples. Only part of the results is shown; count on the stated rates, not on these rows.

smiles | LDHA inh
Cc1ccc(-n2nnnc2C2(NC3CCCCC3)CCCC2)cc1 | 7
CC(Nc1ccc(C(C)C)cc1)C(=O)Nc1ccc(Cl)cn1 (stereo not drawn) | 9
Cc1cccc(Cn2c(NCCCn3ccnc3)nc3c2c(=O)[nH]c(=O)n3C)c1 | 0
COc1ccc2c(C)c(CC(=O)NC3CC(C)(C)NC(C)(C)C3)c(=O)oc2c1OC | 8
O=C(OCCCc1ccccc1)c1cccnc1 | 3
CCn1c(SCc2ccccc2Cl)nnc1-c1ccco1 | -7
Cc1ccc(NC(=O)CCc2ccc(C#N)cc2)nc1 | 2
Cc1cc(C)n(-c2ccc(=O)n(CC(=O)Nc3ccccc3)n2)n1 | -10
COC(=O)C1(C(=O)OC)C[C@H](/C=C/c2ccccc2)N(Cc2ccccc2OC)[C@@H]1c1cccs1 | 2&-1
C/C=C/CSc1nc2c(c(=O)n(C)c(=O)n2C)n1Cc1ccc(Cl)cc1 | -1

smiles | LDHA inh
Cc1ccc(C(=O)COC(=O)C2CC(=O)N(c3cc(C)ccc3C)C2)cc1 (stereo not drawn) | -1
COc1ccc(Oc2c(C)oc3cc(OC(=O)c4ccc5c(c4)OCO5)ccc3c2=O)cc1 | 12
O=C(NCc1cccs1)c1cccc2ccccc12 | 0
Cc1cc(CSc2ncccc2C(=O)Nc2ccnn2Cc2ccc(C)o2)no1 | 9
O=C(CSc1ncnc2ccccc12)N(Cc1ccccc1)Cc1ccccc1 | 0
Cc1ccc(-c2csc(-c3ccccc3)n2)cc1C | 10
O=C(NCC#Cc1cccc(C(F)(F)F)c1)C1CCCN(C(=O)c2ccc(Cl)cc2)C1 (stereo not drawn) | 2
c1ccc(N2CCN(c3nc(N4CCCC4)nc4nccnc34)CC2)cc1 | 1
O=S(=O)(NCC1(c2ccccc2)CCC1)c1cccc(F)c1 | -3
CN(CC(=O)NC(=O)NCc1ccccc1)Cc1ccccc1 | 7

smiles | LDHA inh
CCOC(=O)c1nc(Nc2ccc(OCC)cc2)c2ccccc2n1 | -7
COCCCN1CCC(CN)C1 (stereo not drawn) | 6
Cc1cc(Cl)ccc1S(=O)(=O)N(Cc1cccnc1)C1CC1 | -10
CC(NC(=O)c1cccnc1)c1cccc(C(F)(F)F)c1 (stereo not drawn) | 7
Cn1nc(C(C)(C)C)cc1NC(=O)c1ccccc1 | -4
COc1ccc(OCC(=O)N(Cc2ccc(-c3ccc(F)cc3)o2)C2CCS(=O)(=O)C2)cc1 (stereo not drawn) | 3
COc1ccc(C(=O)N(Cc2ccccc2)Cc2ccco2)c(O)c1 | 3
Cc1nc2ccc(C(=O)OC(C)C(=O)NC(=O)NC3CCCC3)cc2nc1C (stereo not drawn) | 11
CN(C)CC(O)COc1ccc(NC(=O)Nc2ccccc2)cc1 (stereo not drawn) | -1
CCCC(=O)N1N=C(c2ccc(OC)cc2)CC1c1ccc2nccnc2c1 (stereo not drawn) | -5

smiles | LDHA inh
C=CC[N+](C)(C)Cc1cccc2ccccc12 | 3
CCOc1cc(/C=C2/NC(=O)NC2=O)ccc1OCc1ccccc1F | 5
Cc1cc(C)c2c(=O)cc(C(=O)N3CCC(Cc4ccccc4)CC3)oc2c1 | 13
COCCNc1oc(-c2ccc(OC)cc2)nc1S(=O)(=O)c1ccc2c(c1)OCCO2 | 6
O=C(O)CCC(CNS(=O)(=O)c1ccc(F)cc1)C(F)(F)F (stereo not drawn) | -1
O=C(c1ccccc1F)N1CCN(C(=O)c2cc(Br)ccc2Cl)CC1 | 17
COc1ccc(CCNC(=O)Cc2c(C)c3ccc(O)c(C)c3oc2=O)cc1 | 5
Cc1ccc2[nH]c3c(c2c1)CCCC3 | 62
COc1ccc2nc(Nc3nc(C)c(Cc4cccc(Cl)c4)c(=O)[nH]3)nc(C)c2c1 | -1
Cc1ccccc1CN1CCN(C(=O)c2cccc3cccnc23)CC1 | -3

smiles | LDHA inh
COc1ccc(C2Nc3ccccc3C(=O)N2Cc2ccco2)cc1COc1ccc(N)cc1 (stereo not drawn) | 9
COc1ccccc1-c1cccc(-c2nc(C(=O)Nc3nccs3)cc3c2[C@@H](CCO)N(C(=O)CC2CC2)C3)c1 | 0
Cc1ccc(N2CCN(C(C(=O)Nc3c(C)cccc3C)c3cc4ccccc4o3)CC2)cc1 (stereo not drawn) | -10
CC1Oc2ccc(-c3csc(NC(=O)c4ccco4)n3)cc2NC1=O (stereo not drawn) | -3
Cc1ccc(-c2nc3c(Cl)cc(C(F)(F)F)cn3c2Cc2cccc(Cl)c2)cc1 | -2
CONC(=O)CC1Sc2ccc(Cl)cc2NC1=O (stereo not drawn) | 5
CCN(CC)C(=O)c1cccnc1-c1nc2ccccc2s1 | -1
N#Cc1cccc(C(=O)Nc2cccc(OC3CCCC3)c2)c1 | 11
Cc1ccc(C)c(C(NC(=O)C2CCCCC2)c2cccnc2)c1 (stereo not drawn) | 2
CCSCCC(=O)NCCC(=O)N(C)Cc1ccccc1 | -8

smiles | LDHA inh
N#Cc1ccc(CS(=O)(=O)NCc2ccccc2)cc1 | 2
CCCCCCCCCCNC(=S)Nc1ccccc1 | 2
CCOC(=O)c1sc(-c2cc(OC)c(OC)c(OC)c2)cc1NC(=O)c1cnccn1 | 10
COc1ccc2cnn(CC(=O)N3CCN(c4cccc(Cl)c4)CC3)c(=O)c2c1OC | -6
CCOC(=O)c1ccc(N2C(=O)c3n[nH]c(C)c3C2c2ccc(F)cc2)cc1 (stereo not drawn) | -7
Cc1ccc(Cl)cc1NC(=O)N(C)Cc1nc(-c2ccccc2C)oc1C | 14
CC1(C)CC(=O)C(CCS(=O)(=O)OCC(F)(F)C(F)F)(CCS(=O)(=O)OCC(F)(F)C(F)F)C(=O)C1 | 5
CCOC(=O)c1ccc(NC(=O)N(C)Cc2nc(-c3ccccc3C)oc2C)cc1 | ?
CCc1nc(NC(=O)c2nc(-c3ccccc3)oc2C)sc1C | 2
N#C/C(=C/c1ccc2c(c1)OCO2)c1nc2ccccc2[nH]1 | 1

smiles | LDHA inh
CNC(=O)NC(=O)C(C)N(C)Cc1cccc(C#N)c1 (stereo not drawn) | 0
CCCc1nnc2sc(-c3ccc(CNC(=O)c4ccccc4Br)cc3)nn12 | -5
O=CN1CCN(C(=O)Cn2nc(C(=O)O)c3ccccc3c2=O)CC1 | -14
O=C(O)CNS(=O)(=O)c1ccc(F)c(F)c1F | 13
Nc1cc(N)nc(SCCC(=O)Nc2cc(Cl)ccc2Cl)n1 | 8
Cc1ccc(C(=O)C(C)OC(=O)c2cccc(S(=O)(=O)N(C)C)c2)cc1 (stereo not drawn) | 4
CC(C)n1c(C2CC(=O)N(c3cccc(C(F)(F)F)c3)C2)nc2ccccc21 (stereo not drawn) | -2
CCC(=O)N1CCCC(C(=O)N(C)Cc2cccc(C(F)(F)F)c2)C1 (stereo not drawn) | -2
COCCN1CCN(c2nc(-c3cccs3)nc3scc(-c4ccccc4)c23)CC1 | -3
Cc1nc2ccccc2c(C)c1CC(=O)NC1CCCCCC1 | -2

smiles | LDHA inh
O=C(COc1ccc(-c2nnc(Nc3ccc(F)cc3)c3ccccc23)cc1)N1CCCCC1 | 5
Cn1c(C(=O)Nc2ccccc2)c(Cl)c2ccccc21 | 15
Cc1cccc(C)c1N1C(=O)c2ccccc2NC(=O)C1C(=O)NCCc1ccccc1 (stereo not drawn) | -2
CCCN1CCC(NC(=O)C23CC4CC(CC(C4)C2)C3)CC1 | 4
CN(Cc1ccsc1)C(=O)c1ccsc1 | -1
CCc1ccc(-c2cc3c(=O)[nH]nc(SCC(=O)NCCC(C)C)n3n2)cc1 | 5
Fc1ccc(CNC(=S)NCc2cccc(Br)c2)cc1 | 0
Cc1ccc2[nH]c(C)c(CC(=O)NCC(C)(C)CN(C)C)c2c1 | 1
Cn1c(=O)c2c(nc(NCCCc3ccccc3)n2Cc2cccc(Cl)c2)n(C)c1=O | 11
Cc1cccc(NCC(=O)NC(=O)NCc2ccccc2)c1C(N)=O | 6

smiles | LDHA inh
Cc1cc(C)c(NC(=O)CN2CCCN(c3ccc(C(F)(F)F)cn3)CC2)c(Cl)c1 | 1
COc1cccc2cc(CC(=O)c3ccc(C(C)C)cc3)c(=O)oc12 | ?
COc1ccc(NC(=O)NCc2nc(-c3cccc(Cl)c3)oc2C)cc1OC | 6
O=c1cc(CCl)c2ccc3ccccc3c2o1 | 13
CSc1ccccc1NC(=O)/C=C\C(=O)O | -7
COc1ccc(CN2C(=O)c3ccccc3C2c2nnnn2-c2ccc3c(c2)OCCO3)cc1OC (stereo not drawn) | 8
Cc1ccccc1/[N+]([O-])=C/c1ccco1 | -1
N#Cc1cn(C2CC2)c(=O)n(Cc2coc(-c3cccc(F)c3)n2)c1=O | -1
O=C(NCC1CC1)C(=O)Nc1ccc2cc[nH]c2c1 | -8
NC(=S)N/N=C/c1cccc(Cl)c1 | -3

In the list so far, these have an aryl thioether with sulfur outside any ring:
smiles | LDHA inh
CCn1c(SCc2ccccc2Cl)nnc1-c1ccco1 | -7
C/C=C/CSc1nc2c(c(=O)n(C)c(=O)n2C)n1Cc1ccc(Cl)cc1 | -1
Cc1cc(CSc2ncccc2C(=O)Nc2ccnn2Cc2ccc(C)o2)no1 | 9
O=C(CSc1ncnc2ccccc12)N(Cc1ccccc1)Cc1ccccc1 | 0
Nc1cc(N)nc(SCCC(=O)Nc2cc(Cl)ccc2Cl)n1 | 8
CCc1ccc(-c2cc3c(=O)[nH]nc(SCC(=O)NCCC(C)C)n3n2)cc1 | 5
CSc1ccccc1NC(=O)/C=C\C(=O)O | -7

(further entries)
smiles | LDHA inh
O=C(NC(c1ccco1)c1cc(Cl)c2cccnc2c1O)c1ccc(Cl)cc1 (stereo not drawn) | -7
Cc1cc2nc(SCC(=O)Nc3cc(Cl)ccc3C)[nH]c(=O)c2[nH]1 | 3
Cc1ccc(C)c(C(C)NC(=O)CC23CC4CC(CC(C4)C2)C3)c1 (stereo not drawn) | -8
Cc1cc(C(=O)OCCOc2ccccc2)c2ccccc2n1 | 4
CON(C)C(=O)c1cc(-c2cc(C)oc2C)nc2onc(C)c12 | -6
Cc1ccc(S(=O)(=O)NCC(c2cccnc2)S(=O)(=O)c2ccccc2)cc1 (stereo not drawn) | -19
CCOc1ccc(C(=O)Nc2ccc(-c3nc4ccccc4[nH]3)cc2)cc1 | -10
COc1ccccc1C(CNC(=O)c1cccc2c(=O)c(C)c(-c3ccccc3)oc12)N(C)C (stereo not drawn) | -24
CN(C)C1CN(Cc2cn(Cc3ccc(F)cc3)nn2)S(=O)(=O)C1 (stereo not drawn) | -4
O=C(Nc1cnc(-c2ccccc2)nc1)c1ccc(C2SCCCS2)cc1 | -9

smiles | LDHA inh
COc1ccccc1Nc1nc(-c2sc(NC(C)=O)nc2C)cs1 | -3
Cc1ccccc1C(=O)NC12CC3CC(CC(C3)C1)C2 | 6
O=C(CCc1nc(-c2ccccc2)no1)N1CCc2sccc2C1c1cccs1 (stereo not drawn) | 9
COc1ccc2nc(C)c(C(=O)NC3CCS(=O)(=O)C3)cc2c1 (stereo not drawn) | 1
COCCN(CC(N)=O)S(=O)(=O)c1ccc(F)cc1Cl | -7
Cc1cc(C)c2oc(=O)cc(CN3CCN(c4ccccn4)CC3)c2c1 | 1
CCc1c(C)sc(NC(=O)c2ccccc2C)c1C#N | 5
CCCSc1c(C(C)C)cnc2c1c(=O)n(C)c(=O)n2C | -7
Cc1cc(=O)n2c3ccccc3n(CC(O)CNc3ccc(C(C)C)cc3)c2c1C#N (stereo not drawn) | 17
Cc1cnc(NC(=O)c2nc(C)n(-c3ccc(Cl)cc3)n2)s1 | 2

smiles | LDHA inh
CC(=O)Oc1cccc(C(=O)Nc2cc(Cl)ccc2O)c1 | -4
Cc1ccc(F)cc1NC(=O)CCc1ncc(-c2ccc(F)cc2)o1 | 3
COc1ccccc1CNC(=O)c1nc(COc2c(C)occc2=O)no1 | 0
Cc1nc(-c2ccc(NC(=O)c3ccc(Br)o3)c(C)c2)no1 | -4
O=C(NC(c1ccccc1)c1ccccc1Br)C(c1ccccc1)C1CCCC1 (stereo not drawn) | 2
O=C(COc1ncnc2ccccc12)Nc1ccc(F)c(F)c1 | 0
CCCCn1c(-n2nc(CC)cc2CC)nc2c1c(=O)n(CC(N)=O)c(=O)n2C | -1
O=C(O)/C=C/C(=O)Nc1ccccc1C(F)(F)F | 0
COc1ccc(Cc2nnc(/C=C/c3ccc(C)cc3)o2)cc1 | 11
N#Cc1ccccc1CSc1nc(C(F)(F)F)nc2ccccc12 | -3

smiles | LDHA inh
O=C(CSc1ncnc2ccccc12)Nc1cc(F)ccc1F | 5
COc1ccc(-c2coc3c(C)c(OCCN4CCC(C)CC4)ccc3c2=O)cc1 | -7
Cc1cc(-c2nnn(CC(=O)NC(C)C)n2)ccc1F | -3
O=C(NCc1ccc(-n2cccn2)cc1)c1cc(F)ccc1Br | 2
CCOCCn1c(SCc2ccc(Cl)cc2)nc2c1c(=O)[nH]c(=O)n2C | -1
Cc1ccc(C)c(C(C)NC(=O)c2cc3ccccc3oc2=O)c1 (stereo not drawn) | -1
CC(C)C(NC(=O)Cc1n[nH]c(=O)c2ccccc12)c1ccc(C(C)(C)C)cc1 (stereo not drawn) | -2
Cc1ccccc1NC(=O)CC1(C(=O)O)CCCCC1 | 4
CC1CCC(NC(=O)c2ccccc2Sc2ccccc2C#N)CC1 (stereo not drawn) | 4
Cc1cccc(C)c1NC(=O)CN1CCCN(c2ccc(C(F)(F)F)cn2)CC1 | 5
